Bioassay records (PubChem)
H37Rv inhibition – M. tuberculosis growth inhibition, HTS (AID 449762); M. tuberculosis H37Rv growth inhibition, 7H9 media; higher % means a stronger effect; inhibition, % at 25 µM; hits with a dose series show IC50 in µM; 330,000 compounds, 0.59% hits; in the data active = a potency from the dose series; inconclusive = inhibition above about 70% without an active follow-up result;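 also: bacterial growth assessed after seven days of incubation; strong numbers were not always called active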
Salmonella PhoP GFP – PhoP regulon inhibitors, Salmonella typhi PhoP promoter GFP reporter, confirmatory (AID 1850); Salmonella Typhi PhoP-promoter GFP reporter, fluorescence, 4 h; higher % means a stronger effect; 310,000 compounds, 0.33% hits; inhibition, % at 50 µM; hits with a dose series show IC50 in µM; in the data active = a potency from the dose series; inconclusive = inhibition mostly from about 25% at the one dose, without a potency; inactive = the rest, 99 in 100 with inhibition below about 19%;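 also: 0% = induced wells with vehicle and 100% = uninduced wells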
VEEV TC-83 Vero – inhibitors of VEEV TC-83 cytopathic effect, confirmation, Vero cells (AID 588727). Vero cells, VEEV TC-83 cytopathic effect inhibition; higher % means a stronger effect. one-dose inhibition, % at 20 µM; IC50 in µM for titrated hits. 350,000 compounds, 0.13% hits; in the data active = a potency from the dose series; inconclusive = inhibition mostly from about 14% at the one dose, without a potency; inactive = the rest, 99 in 100 with inhibition below about 12%; also: strong numbers were not always called active
H1N1 NS1A inhibition – H1N1 influenza NS1A inhibitors, functional cell based assay (AID 504329); NS1A functional cell-based assay, percent inhibition; higher % means a stronger effect; inhibition, % at 12.5 µM, or IC50 in µM where a hit was titrated; 340,000 compounds, 0.3% hits; in the data active = a potency from the dose series; inconclusive = inhibition above about 27% without an active follow-up result; also: strong numbers were not always called active
tuberculosis growth – growth inhibition of non-replicating M. tuberculosis (AID 488890); Mycobacterium tuberculosis non-replicating, growth inhibition; higher % means a stronger effect; inhibition, % at 25 µM; hits with a dose series show IC50 in µM; 320,000 compounds, 0.39% hits; in the data active = a potency from the dose series; inconclusive = inhibition mostly from about 82% at the one dose, without a potency; inactive = the rest, 99 in 100 with inhibition below about 76%;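 also: plate controls were DMSO cells for no effect and high antibiotic wells for full effect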
VEEV TC-83 Vero 10K pilot screen – recorded beside VEEV TC-83 Vero, whose call it bears; inhibition, %; measured here: 10K pilot screen inhibition
The depositor's hits bear a star; i = inactive; ? = inconclusive; · = no result given.

SMILES	H37Rv inhibition	Salmonella PhoP GFP	VEEV TC-83 Vero	H1N1 NS1A inhibition	tuberculosis growth	others
COc1ccc(N2C(=NC(=O)C3CC3)SC3CS(=O)(=O)CC32)cc1Cl (stereo unspecified)	-11.8%	-11.1%	1.0%	-3.2%	0.9%
CCOC(=O)c1[nH]c2ccc(OCC)cc2c1NC(=O)CN1CCN(c2ccccc2)CC1	-2.5%	12.1%	1.6%	-1.5%	27.8%
CC(C)(O)[C@H]1Cc2cc3ccc(=O)oc3cc2O1	2.7%	-13.7%	0.1%	-6.9%	-15.6%
CCCCn1ccnc1C(=O)c1cccc(S(=O)(=O)N2c3ccccc3CC2C)c1 (stereo unspecified)	4.3%	1.7%	2.9%	-14.9%	3.8%
CCOC(=O)c1sc(C)c2c1NC(c1ccc(N(C)C)cc1)NC2=O (stereo unspecified)	7.4%	5.9%	3.8%	2.1%	-2.2%
O=C(Cn1cc([N+](=O)[O-])nc1[N+](=O)[O-])N1CCN(c2ccccc2)CC1	?	-6.3%	1.5%	-5.2%	i
COc1ccc(NC(=O)c2ccc3c(c2)OCO3)cc1S(=O)(=O)N1CCOCC1	-9.0%	·	10.8%	-3.3%	6.0%
COc1cc2nc(CN3CCN(S(=O)(=O)c4ccccc4C(F)(F)F)CC3)[nH]c(=O)c2cc1OC	-4.4%	·	0.7%	0.8%	49.5%
CCC(C)(C)C1CCc2[nH]nc(C(=O)NC3CCCCC3)c2C1 (stereo unspecified)	5.3%	-4.6%	0.6%	4.3%	-3.0%
O=C(OC1CCOC1=O)c1ccc(NS(=O)(=O)c2cccs2)cc1 (stereo unspecified)	-6.1%	6.1%	0.5%	1.8%	2.2%
Cc1ccc(OCC(=O)NC(=S)Nc2ccc3c4c(cccc24)CC3)cc1	5.7%	-7.2%	0.6%	1.4%	-22.5%	VEEV TC-83 Vero 10K pilot screen=1.3
O=C(CSc1nc2c(c(=O)n1-c1ccccc1)SCC2)NCC1CCCO1 (stereo unspecified)	-2.6%	11.5%	0.7%	11.9%	25.9%
CCOC(=O)c1ccc(C(=O)NNC(=O)C2CC=CCC2)cc1 (stereo unspecified)	12.0%	-16.7%	i	·	32.5%
COc1ccc(CNC(=O)COC(=O)CN2C(=O)C(C)Oc3ccc(C)cc32)cc1 (stereo unspecified)	0.9%	-1.5%	1.0%	-1.8%	17.3%
O=C(COc1ccc(Cl)cc1)Nc1ccc2c(c1)nc1n2CCOC1	-5.5%	15.1%	1.1%	7.7%	48.3%
COc1ccc(C(=O)CSc2nnc(-c3cnccn3)n2Cc2ccco2)cc1	4.3%	11.4%	5.2%	7.6%	5.7%
N#CC1=C(N)SC(N)=C(C#N)C1C1C=CCCC1 (stereo unspecified)	-2.1%	-1.8%	1.8%	2.9%	16.3%	VEEV TC-83 Vero 10K pilot screen=1.2
Cc1ccc(NC(=O)CCNS(=O)(=O)c2ccc(OC(F)(F)F)cc2)c(O)c1	-4.0%	-15.3%	6.3%	-3.9%	5.2%
CCOC(=O)C(=O)Nc1nnc(C2CCCCC2)s1	2.5%	-11.7%	0.4%	13.3%	28.5%
Cc1ccc(COC(=O)CCCN=C2NS(=O)(=O)c3ccccc32)cc1	8.5%	3.8%	0.9%	-4.3%	0.9%
COc1ccc(N2CCN(S(=O)(=O)c3cccc4nsnc34)CC2)cc1	-4.6%	-7.2%	0.6%	2.3%	-4.8%
CN1OC[C@@H]2CN(C(=O)C(C)(C)C)[C@H](c3cccc(N4CCOCC4)c3)C[C@@H]21	·	·	i	1.1%	·
COc1ccc(NS(=O)(=O)c2ccc(NC(=S)NC(=O)CC(C)C)cc2)cc1	10.9%	-6.9%	1.0%	6.1%	55.4%
Cc1sc(NC(=O)c2ccc(OCC(C)C)cc2)c(C(N)=O)c1-c1ccc(Cl)cc1Cl	-17.7%	-16.7%	7.0%	7.2%	-6.9%
O=C(NCCc1c[nH]c2ccccc12)C1CCN(S(=O)(=O)c2ccccc2F)CC1	1.8%	7.7%	3.3%	-0.2%	26.0%

The closing two compounds of the part before come first, to join the parts.
SMILES	H37Rv inhibition	Salmonella PhoP GFP	VEEV TC-83 Vero	H1N1 NS1A inhibition	tuberculosis growth	others
Cc1sc(NC(=O)c2ccc(OCC(C)C)cc2)c(C(N)=O)c1-c1ccc(Cl)cc1Cl	-17.7%	-16.7%	7.0%	7.2%	-6.9%
O=C(NCCc1c[nH]c2ccccc12)C1CCN(S(=O)(=O)c2ccccc2F)CC1	1.8%	7.7%	3.3%	-0.2%	26.0%
CCCCN(C)CCCNC(=O)c1cc(-c2cccs2)nc2ccccc12	5.0%	-9.5%	i	5.6%	4.2%
C=CC[C@H](CC(=O)N(CCO)Cc1ccccc1)C(=O)N[C@@H](COC(=O)[C@@H](CC=C)CC(=O)OC(C)(C)C)Cc1c[nH]c2ccccc12	0.6%	·	i	10.5%	37.4%
CCc1ccc(C2c3[nH]c4ccccc4c3CCN2C(=O)c2cc[n+]([O-])cc2)cc1 (stereo unspecified)	-3.9%	4.6%	i	2.0%	24.5%
CCCCN(CC)S(=O)(=O)c1ccc(C(=O)N=c2sc3cc(NC(C)=O)ccc3n2C)cc1	-7.8%	-23.6%	1.7%	6.7%	0.4%
Cc1ccc(NC(=O)/C=C/C(=O)O)c([N+](=O)[O-])c1	-1.3%	-0.7%	0.6%	-7.3%	0.6%
CCOC(=O)c1c(C)c(C(=O)NCc2ccco2)c(C)n1C	10.6%	-8.8%	0.7%	-7.3%	12.8%
CCc1ccc(NC(=O)Cn2nc(C(F)(F)F)c3c2CCC3)cc1	-3.3%	-7.1%	i	-10.6%	6.8%
O=C(Cc1cccs1)N/N=C/C=C/c1ccccc1	2.9%	-5.3%	0.5%	3.6%	-15.7%
COc1cccc(N2CCN(C3CC(=O)N(c4ccc(C)c(Cl)c4)C3=O)CC2)c1 (stereo unspecified)	-1.9%	-1.2%	i	-5.0%	?
Cc1ccc(N(C(=O)Cn2nnc3ccccc32)C(C(=O)NCc2ccccc2)c2ccccn2)cc1 (stereo unspecified)	-2.1%	4.1%	1.6%	-3.6%	7.5%
CC(NC(=O)CC(c1ccccc1)c1cc(Cl)ccc1O)c1ccccc1 (stereo unspecified)	-3.7%	1.6%	7.3%	-1.0%	18.7%
Cc1ccc(C2CC(=O)Nc3sc(C(N)=O)c(N)c32)cc1 (stereo unspecified)	-4.0%	-7.1%	i	2.3%	-0.4%
O=C1N(c2ccc(Cl)c(Cl)c2)CN(Cc2ccccc2)CN1n1cnnc1	-10.5%	9.9%	0.8%	6.6%	20.6%
N#CC1(NC(=O)COC(=O)c2cccc(-n3cnnn3)c2)CCCCC1	-6.0%	6.7%	1.9%	-7.2%	-16.6%
CCOC(=O)C1=C(C)c2ccccc2OC1(C)C(=O)OCC (stereo unspecified)	·	·	i	-28.3%	·
O=C(NCc1ccccc1)c1nc(S(=O)(=O)Cc2ccccc2)ncc1Cl	-6.3%	-3.7%	0.2%	5.1%	1.9%
Cc1ccccc1C(=O)OCn1nnc2ccccc2c1=O	?	5.2%	1.2%	-8.8%	?
CCCn1nc(C(=O)OCn2nnc3ccccc3c2=O)c2ccccc2c1=O	4.5%	-2.2%	2.7%	-1.5%	?
Cc1ccc(Cn2nnnc2CN2CCC(NC(=O)c3ccccc3F)CC2)cc1	-2.9%	-12.9%	0.2%	-2.9%	2.2%
COc1ccc(S(=O)(=O)N2CCOC2CNC(=O)C(=O)NCc2ccc(F)cc2)cc1 (stereo unspecified)	-13.5%	1.2%	3.9%	-6.8%	6.4%
CCc1ccc(Sc2cc(C(=O)NCCN3CCOCC3)c3ccccc3n2)cc1	3.6%	-9.5%	9.5%	-8.2%	18.0%
CC(C)CN(CCNC(=O)CN1C(=O)CSc2ccc(S(=O)(=O)N3CCOCC3)cc21)CC(C)C	-2.3%	-3.3%	i	6.6%	-2.9%
O=C(C=Cc1ccccc1O)c1ccccc1O	·	·	8.5%	8.1%	·
O=C(O)CCCCCN1C(=O)/C(=C\c2cn(-c3ccccc3)nc2-c2cccs2)SC1=S	-0.4%	2.2%	8.3%	-29.2%	3.4%
N/C(=N\OC(=O)C1CCCCC1)c1ccccn1	-1.7%	0.7%	3.8%	1.4%	-2.9%

Retrieved by compound from the entries so far (6):
SMILES	H37Rv inhibition	Salmonella PhoP GFP	VEEV TC-83 Vero	H1N1 NS1A inhibition	tuberculosis growth	others
Cc1ccc(NC(=O)CCNS(=O)(=O)c2ccc(OC(F)(F)F)cc2)c(O)c1	-4.0%	-15.3%	6.3%	-3.9%	5.2%
CCCCN(C)CCCNC(=O)c1cc(-c2cccs2)nc2ccccc12	5.0%	-9.5%	i	5.6%	4.2%
CC(C)(O)[C@H]1Cc2cc3ccc(=O)oc3cc2O1	2.7%	-13.7%	0.1%	-6.9%	-15.6%
CCOC(=O)c1ccc(C(=O)NNC(=O)C2CC=CCC2)cc1 (stereo unspecified)	12.0%	-16.7%	i	·	32.5%
Cc1ccc(Cn2nnnc2CN2CCC(NC(=O)c3ccccc3F)CC2)cc1	-2.9%	-12.9%	0.2%	-2.9%	2.2%
CCOC(=O)c1sc(C)c2c1NC(c1ccc(N(C)C)cc1)NC2=O (stereo unspecified)	7.4%	5.9%	3.8%	2.1%	-2.2%

Continuation.
SMILES	H37Rv inhibition	Salmonella PhoP GFP	VEEV TC-83 Vero	H1N1 NS1A inhibition	tuberculosis growth	others
Cn1c(=O)c2c(ncn2CC(=O)N2CCN(c3ccc([N+](=O)[O-])cc3)CC2)n(C)c1=O	1.3%	-4.6%	i	-1.6%	-0.2%
O=[N+]([O-])c1ccc(NCc2ccccc2)nc1	12.9%	5.7%	1.6%	-2.9%	70.1%
O=C(COc1ccccc1)Nc1ccc2c(c1)C(=O)N(CC1CCCO1)C2=O (stereo unspecified)	-3.8%	2.0%	0.3%	-6.7%	7.2%
COc1ccc2[nH]c(=O)c(CN(CC3CCCO3)C(=O)Nc3ccccc3OC)cc2c1 (stereo unspecified)	·	·	10.3%	2.4%	·	VEEV TC-83 Vero 10K pilot screen=8.2
CCN1c2ccccc2NC2C1C(C(C)=O)C(=O)N2c1ccc(Cl)cc1 (stereo unspecified)	58.2%	-5.0%	0.5%	10.9%	58.6%
CCOC(=O)C1CCN(C(=O)C2COc3ccccc3O2)CC1 (stereo unspecified)	-5.1%	-17.2%	2.8%	9.2%	59.5%
O=C1c2ccccc2CCC12N=NCC2c1ccccc1 (stereo unspecified)	3.0%	-1.9%	i	-1.5%	12.7%
CCOC(=O)Cn1nc(C)n(-c2ccc(C(C)C)cc2)c1=O	-1.3%	-2.6%	i	-0.1%	12.4%
O=c1cc(CN2CCC(Cc3ccccc3)CC2)nc2sccn12	1.6%	-8.7%	2.6%	-1.3%	1.6%
COC(=O)c1ccc(NC(=O)NC(=O)Oc2ccccc2)cc1	-16.2%	·	1.0%	-3.2%	-12.3%
Cc1ccc(SC/C(O)=C(\C#N)c2nc3ccccc3n2C)cc1	?	-4.4%	2.3%	-19.7%	36.0%
CC(=O)N=c1n(C)c2ccccc2n1CCOc1ccccc1	-7.7%	-0.4%	0.4%	0.7%	-10.7%
O=c1cnnc(Nc2cccc(F)c2)[nH]1	1.0%	2.7%	1.0%	2.2%	10.5%
Cc1cc2nc(-c3ccc(SCc4ccc(C#N)cc4)nc3)[nH]c2cc1C	5.9%	5.2%	2.3%	0.9%	3.7%
O=C1CN(S(=O)(=O)c2ccc(F)cc2)CCN1	-2.2%	·	0.2%	4.3%	-0.7%
O=C(NCc1ccccc1Cl)c1cc2ccccc2oc1=O	-2.0%	-4.8%	1.9%	-1.0%	79.0%
Cc1cccc(N2CCN(C(=O)C3CCC(=O)N(Cc4ccccc4F)C3)CC2)c1C (stereo unspecified)	3.8%	-0.1%	5.9%	-5.0%	16.9%
CC1=C(C(=O)NCc2ccccc2)C(c2cc(Br)cc(Br)c2OC(C)C)NC(=O)N1 (stereo unspecified)	-17.6%	6.3%	i	-3.2%	32.4%	VEEV TC-83 Vero 10K pilot screen=0.1
COc1ccc(C2=NN(C(=O)C(O)c3ccccc3)C(O)(C(F)(F)F)C2)cc1 (stereo unspecified)	-4.4%	-4.2%	3.8%	17.3%	18.5%
Cc1coc2c(C)c3oc(=O)c4c(c3cc12)CCCC4	-2.0%	-2.3%	0.1%	-0.9%	-4.6%
O=[N+]([O-])c1ccc(-c2csc(N3CCc4ccccc4C3)n2)cc1	-6.6%	-7.8%	i	-1.2%	-5.0%
C/C(=N\NC(=O)COc1ccccc1-c1ccccc1)c1cccnc1	7.2%	3.5%	7.6%	7.3%	9.9%
O=C(NCCS(=O)(=O)N1CCN(c2ccccc2F)CC1)c1ccc(F)c(F)c1	-1.8%	6.1%	2.4%	-7.1%	-8.1%
